IL1B NFkB pot – enhancers of NFkB p65 translocation in HUVEC – imaging, IL-1B stimulus, high-content imaging, primary screen; HUVEC IL-1B NFkB p65 nuclear translocation imaging; activation, % at 2 µM; 94,000 compounds, 0.3% hits; AID 819, 2007;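 active means activation above 40%, about the mean plus 3 SD, also judged a hit on visual image review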;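 further: percent activation is computed from the nuclear over cytoplasmic p65 intensity ratio; values of inactives mirror those of a sister screen read the other way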
NFkB transloc inh – inhibitors of IL-1B driven NFkB p65 nuclear import, primary screen, imaging, HUVEC, IL-1B stimulus, high-content imaging; HUVEC IL-1B NFkB p65 nuclear translocation imaging; inhibition, % at 2 µM; 94,000 compounds, 0.43% hits; AID 796, 2007;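 active means inhibition above about 30% together with a positive call from visual inspection of the well image, limit read from the data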;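 further: nuclear over cytoplasmic p65 intensity ratio measured by imaging; 0% = IL-1B stimulated DMSO wells and 100% = unstimulated DMSO wells; values of inactives mirror those of a sister screen read the other way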
PLAP inhibition – PLAP enzyme inhibitors, biochemical, luminescence, HTS (AID 690); purified PLAP, luminescent substrate; higher % means a stronger effect; 96,000 compounds, 0.08% hits; Alkaline phosphatase, placental type (Homo sapiens); one-dose inhibition, % at 20 µM; IC50 in µM for titrated hits; in the data active means a potency from the dose series; inactive means the rest, 99 in 100 with inhibition below about 30%; further: strong numbers were not always called active
Bcl-B TR3 displacers – displacers of TR3 peptide from Bcl-B, primary screen, selectivity assay for Bfl-1 inhibitor project, biochemical, fluorescence polarization | FP displacement of FITC-TR3 peptide from Bcl-B; higher % means a stronger effect | one-dose displacement, % at 20 µM; IC50 in µM for titrated hits | 96,000 compounds, 0.11% hits | AID 748, 2007;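 active means displacement above 50% at 20 µM plus a fluorescence interference ratio under 1.5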;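 further: plate controls were wells without compound for no effect and wells lacking Bcl-B protein for full effect; a part of the inactive calls stands beside numbers as strong as those of hits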
MRP resist rev – reversal of MRP1-mediated doxorubicin resistance, primary screen, H69AR cells, doxorubicin co-treatment; differential viability (reversal), % at 10 µM; 85,000 compounds, 0.04% hits; H69AR cells + 2 uM doxorubicin, CellTiter-Glo, 72 h;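 active means viability drop by adding the cancer drug above about 55%, with treated viability meeting a 40% cutoff, limit read from the data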;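 further: viability without doxorubicin minus viability with 2 µM doxorubicin for each compound; larger differential means the compound sensitizes cells more to doxorubicin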
MRP resist rev cytotoxicity – also measured in MRP resist rev; calls as there; viability, %; H69AR cells, CellTiter-Glo, 72 h; measured here: cytotoxicity without doxorubicin
MRP resist rev with doxorubicin – also measured in MRP resist rev; calls as there; viability, %; measured here: viability with 2 uM doxorubicin; stronger effect = lower value
NFkB transloc inh cell count 2 µM – further read-out of NFkB transloc inh, marked with its call; cell count; measured here: cells passing quality filter;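 raw number of nuclei counted in each imaged well without normalization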
IL1B NFkB pot cell count 2 µM – recorded beside IL1B NFkB pot, whose call it bears; cell count; measured here: cells passing quality filter
An asterisk follows results filed as active; nt = no result given.

SMILES | IL1B NFkB pot | IL1B NFkB pot cell count 2 µM | NFkB transloc inh | NFkB transloc inh cell count 2 µM | PLAP inhibition | Bcl-B TR3 displacers | MRP resist rev | MRP resist rev cytotoxicity | MRP resist rev with doxorubicin
COc1ccc2cc(C(c3nnnn3C(C)(C)C)N3CCc4ccccc4C3)c(=O)[nH]c2c1 (stereo not given) | 19 | 196 | -19 | 196 | -32% | -5% | 47 | 72 | 25
CCCCn1c(SCC(=O)N2c3ccccc3Sc3ccccc32)nc2c1c(=O)n(C)c(=O)n2C | -5 | 119 | 5 | 119 | nt | nt | -31 | 44 | 75
COc1ccc(-c2[nH]c(-c3cccc(OC)c3)nc2SCC(=O)NCc2ccco2)cc1 | 5 | 70 | -4 | 70 | -65% | -6% | -6 | 80 | 86
CCOC(=O)c1c(C)n(C)c2ccc(OC)c(NC(=O)CN3CCN(C4CCCCC4)CC3)c12 | -25 | 21 | 25 | 21 | -98% | -1% | -2 | 76 | 78
Cc1ccc(NC(=O)COC(=O)CCC(=O)c2cccs2)cc1S(=O)(=O)N1CCOCC1 | 48* | 171* | -48 | 171 | -29% | -10% | nt | nt | nt
C=CCn1c(C)cc(C(=O)CSc2nnc(-c3cccc(S(=O)(=O)N(CC)CC)c3)o2)c1C | -1 | 88 | 1 | 88 | 7% | -5% | 3 | 80 | 77
C=CCn1c(SCc2nc3ccccc3[nH]2)nnc1-c1ccncc1 | 25 | 141 | -25 | 141 | -38% | -131% | nt | nt | nt
Cc1ccc(S(=O)(=O)N2CCC(CN3C(=O)c4cccc5cccc(c45)C3=O)CC2)cc1 | 2 | 156 | -2 | 156 | 1% | -2% | nt | nt | nt
CCN1CCN(c2ncc(C(=O)Nc3cc(Cl)ccc3OC)c3ccccc23)CC1 | nt | nt | nt | nt | -54% | 2% | -31 | 12 | 44
CCC(=O)N(C)/C=C1\Sc2ccccc2C1=O | -6 | 130 | 6 | 130 | -17% | -20% | -12 | 89 | 101
Oc1ccc2c(c1)oc1cc(O)ccc12 | -16 | 118 | 16 | 118 | 0% | 5% | 1 | 5 | 4
COc1ccccc1NC(=O)CSc1nnc(C)o1 | 11 | 121 | -11 | 121 | 11% | 4% | -6 | 79 | 86
CC(=O)N(Cc1cc2cc(C)c(C)cc2n2nnnc12)CC1COCCO1 (stereo not given) | 11 | 191 | -11 | 191 | -12% | -14% | -2 | 77 | 79
FC(F)(F)c1cccc(N2CCN(CC3CC4C=CC3C4)CC2)c1 (stereo not given) | 6 | 133 | -6 | 133 | -24% | -8% | -4 | 94 | 98
CN(C)c1ccc(NC(=O)CSCc2nc3c(nnn3Cc3ccc(F)cc3)c(=O)[nH]2)cc1 | 21 | 165 | -21 | 165 | -72% | 3% | -6 | 80 | 87
Cc1cc(C)c(C(=O)OCCNC(=O)c2cccnc2)cc1C | 5 | 85 | -6 | 85 | -43% | -1% | -10 | 92 | 102
COc1cccc(CN2CCN(C(=O)c3cccc4ccccc34)CC2)c1OC | -8 | 131 | 8 | 131 | -64% | 14% | -3 | 68 | 70
O=C(Nc1cccc(C(F)(F)F)c1)C1C2CC3OC(=O)C1C3C2 (stereo not given) | -1 | 127 | 1 | 127 | -5% | -12% | 2 | 95 | 93
COc1cc(-c2cc(C(=O)O)c3cc4c(cc3n2)OCCO4)cc(OC)c1OC | nt | nt | nt | nt | -34% | -3% | -12 | 95 | 107
Cc1ccc(Nc2nc(N)nc(CN3CCN(C)CC3)n2)cc1C | -4 | 99 | 4 | 99 | -11% | 15% | -5 | 86 | 91
CCOC(=O)c1ccc(N2C(=O)c3n[nH]c(C)c3C2c2ccc(OC)c(OC)c2)cc1 (stereo not given) | 6 | 136 | -6 | 136 | -242% | -15% | -16 | 85 | 102
COc1cc(C2N(c3ccc(Cl)cc3)C(=O)C3CCCN32)cc(OC)c1OC (stereo not given) | 2 | 215 | -2 | 215 | -35% | -1% | 1 | 103 | 103
COc1ccccc1N1CCN(C(=O)c2cc(C3CC3)on2)CC1 | 15 | 71 | -15 | 71 | -27% | 10% | 11 | 94 | 83
O=C(C1CCCO1)N1CCN(c2c3c(nc4cc(-c5ccc(F)cc5)nn24)CCC3)CC1 (stereo not given) | 3 | 111 | -3 | 111 | -4% | 1% | -12 | 62 | 75
CC(=O)c1ccc(N2CCN(C(=S)Nc3ccccc3)CC2)cc1 | -7 | 162 | 7 | 162 | -4% | -1% | nt | nt | nt
CCC12CN3CC(CC)(CN(C1)C3c1ccc(OC(C)C)cc1)C2=O (stereo not given) | 6 | 139 | -6 | 139 | -36% | -4% | 23 | 112 | 89
NC(=O)C1CC(=O)N(c2ccc(OCC(=O)Nc3cccc(C(F)(F)F)c3)cc2)C1 (stereo not given) | -20 | 37 | 20 | 37 | -56% | 12% | 11 | 95 | 84
Cc1cc(C(=O)OCC(=O)N2CC(=O)Nc3ccccc32)no1 | 4 | 164 | -4 | 164 | 5% | 16% | 5 | 105 | 100
Cc1ccc(CN2C(=O)CCSc3ccc(Cl)cc32)cc1 | -9 | 165 | 9 | 165 | -6% | 2% | nt | nt | nt
Cc1cc(=O)oc2cc(OCC(=O)N3c4ccccc4CC3C)ccc12 (stereo not given) | -6 | 160 | 6 | 160 | 5% | -20% | -22 | 24 | 45
O=C(CSc1nnc(Nc2ccccc2)s1)Nc1ccc(S(=O)(=O)N2CCOCC2)cc1 | -3 | 49 | 3 | 49 | 8% | -1% | 8 | 97 | 89
CCOc1ccc(NC(=O)c2cn(-c3ccc(OCC)cc3)c(=O)c3cc(OC)c(OC)cc23)cc1 | 2 | 165 | -2 | 165 | -30% | -1% | -6 | 92 | 98
CC[n+]1c(P(=O)([O-])c2ccccc2)[nH]c2ccccc21 | 1 | 167 | -2 | 167 | -4% | 3% | 17 | 101 | 83
CC1CCN(C(=O)CCc2ccc(S(=O)(=O)NC(C)C)cc2)CC1 | 2 | 105 | -2 | 105 | -47% | -1% | -8 | 89 | 97
CC(C)C(OC(=O)c1ccco1)C(=O)NC1CCCCC1 (stereo not given) | 3 | 131 | -3 | 131 | -9% | 1% | 3 | 102 | 99
COc1ccccc1NC(=O)CSc1nccc(=O)[nH]1 | 12 | 95 | -12 | 95 | 7% | -1% | 1 | 84 | 83
O=C(O)CCc1ccc(-c2ccccc2)n1NC(=O)c1ccco1 | 0 | 174 | 0 | 174 | -25% | -4% | 6 | 97 | 91
COc1cccc(-c2nnc3sc(-c4ccc(Cl)cc4)nn23)c1 | nt | nt | nt | nt | 5% | -2% | 7 | 98 | 91
O=C(Oc1ccc(-c2cnc3ccccc3n2)cc1)c1ccco1 | 2 | 137 | -2 | 137 | -7% | -7% | 12 | 98 | 86
N#C/C(=C(/O)Cc1cccc2ccccc12)c1nc2ccccc2s1 | -13 | 180 | 13 | 180 | -32% | 4% | nt | nt | nt
CCS(=O)(=O)c1nc(NC(C)=O)n[nH]1 | -9 | 127 | 9 | 127 | -25% | -2% | 13 | 101 | 88
c1ccc(Cn2nnnc2C(c2ccccn2)N2CCN(c3ccccc3)CC2)cc1 (stereo not given) | 16 | 162 | -16 | 162 | -1% | 1% | -4 | 95 | 99
C/C(Nc1ccc(F)cc1)=C(/C#N)C(N)=O | 11 | 127 | -11 | 127 | 0% | -3% | -5 | 92 | 97
O=C(CN(CC(=O)N1CCOCC1)S(=O)(=O)c1ccc(Br)s1)N1CCOCC1 | 20 | 138 | -20 | 138 | nt | nt | 0 | 101 | 102
Oc1ccccc1CNn1cnnc1 | -16 | 129 | 16 | 129 | 15% | -9% | -15 | 89 | 104
Cc1c(NC(=O)c2cc(C(C)C)on2)c(=O)n(-c2ccccc2)n1C | 0 | 194 | 0 | 194 | 7% | 11% | -9 | 97 | 106
COc1cccc2c(=O)n(CC(=O)Nc3ccc(F)cc3)ccc12 | 2 | 202 | -2 | 202 | -2% | 1% | 3 | 89 | 86
COc1cc(Br)cc(-c2nc3c(c(=O)[nH]c(=O)n3Cc3ccccc3)n2C)c1O | nt | nt | nt | nt | -33% | -6% | -15 | 48 | 63
N#Cc1c(NC(=O)CSc2nc3ccccc3c(=O)n2Cc2ccco2)sc2c1CCCC2 | nt | nt | nt | nt | 6% | -9% | -1 | 4 | 4
CCOc1cccc(C=Nc2cc(C)cc(C)c2O)c1O | 7 | 153 | -7 | 153 | -62% | -54% | -34 | 44 | 78
CCOCCCn1c(=NC(=O)c2cccnc2)c(C(=O)OCC)cc2c(=O)n3ccccc3nc21 | 3 | 87 | -3 | 87 | -32% | 3% | 28 | 48 | 20
COc1ccc(C(=O)CSc2nc3nc(C)cc(C)c3c(=O)[nH]2)cc1OC | -6 | 87 | 6 | 87 | nt | nt | 11 | 97 | 86
COc1ccc(-n2c(Cn3c(=O)sc4ccccc43)nnc2SCC(=O)N2CCCCC2)cc1 | 3 | 139 | -3 | 139 | -52% | -6% | 3 | 95 | 91
CCOC(=O)c1sc(NC(=O)c2cc3c(s2)CCC(C)C3)nc1C (stereo not given) | 10 | 153 | -10 | 153 | 0% | -28% | -6 | 98 | 105
c1cn(-c2ncnc3sc4c(c23)CCCC4)cn1 | 16 | 109 | -16 | 109 | 4% | 15% | 3 | 95 | 92
O=C(O)c1ccc(-n2c(-c3ccc(Br)cc3)n[nH]c2=S)cc1 | 6 | 147 | -6 | 147 | 6% | -14% | 0 | 96 | 97
Cc1cc(C(=O)OCC(=O)c2ccc3c(c2)OCCO3)c(C)o1 | -2 | 207 | 2 | 207 | -6% | -16% | -2 | 90 | 92

11 structures already listed, arranged by length of the SMILES, low to high.
SMILES | IL1B NFkB pot | IL1B NFkB pot cell count 2 µM | NFkB transloc inh | NFkB transloc inh cell count 2 µM | PLAP inhibition | Bcl-B TR3 displacers | MRP resist rev | MRP resist rev cytotoxicity | MRP resist rev with doxorubicin
Oc1ccccc1CNn1cnnc1 | -16 | 129 | 16 | 129 | 15% | -9% | -15 | 89 | 104
c1cn(-c2ncnc3sc4c(c23)CCCC4)cn1 | 16 | 109 | -16 | 109 | 4% | 15% | 3 | 95 | 92
CCOc1cccc(C=Nc2cc(C)cc(C)c2O)c1O | 7 | 153 | -7 | 153 | -62% | -54% | -34 | 44 | 78
COc1cccc2c(=O)n(CC(=O)Nc3ccc(F)cc3)ccc12 | 2 | 202 | -2 | 202 | -2% | 1% | 3 | 89 | 86
Cc1cc(C(=O)OCC(=O)c2ccc3c(c2)OCCO3)c(C)o1 | -2 | 207 | 2 | 207 | -6% | -16% | -2 | 90 | 92
CCOC(=O)c1sc(NC(=O)c2cc3c(s2)CCC(C)C3)nc1C (stereo not given) | 10 | 153 | -10 | 153 | 0% | -28% | -6 | 98 | 105
Cc1c(NC(=O)c2cc(C(C)C)on2)c(=O)n(-c2ccccc2)n1C | 0 | 194 | 0 | 194 | 7% | 11% | -9 | 97 | 106
O=C(CN(CC(=O)N1CCOCC1)S(=O)(=O)c1ccc(Br)s1)N1CCOCC1 | 20 | 138 | -20 | 138 | nt | nt | 0 | 101 | 102
N#Cc1c(NC(=O)CSc2nc3ccccc3c(=O)n2Cc2ccco2)sc2c1CCCC2 | nt | nt | nt | nt | 6% | -9% | -1 | 4 | 4
COc1ccc(-n2c(Cn3c(=O)sc4ccccc43)nnc2SCC(=O)N2CCCCC2)cc1 | 3 | 139 | -3 | 139 | -52% | -6% | 3 | 95 | 91
CCOCCCn1c(=NC(=O)c2cccnc2)c(C(=O)OCC)cc2c(=O)n3ccccc3nc21 | 3 | 87 | -3 | 87 | -32% | 3% | 28 | 48 | 20

Screening data as filed in PubChem BioAssay.

This is a subset; count on the stated rates, not on these rows.
